D3 antag = qHTS of D3 Dopamine Receptor Antagonist: qHTS | D3R cells, DiscoveRx beta-arrestin luminescence, antagonist mode; active compounds read low | D(3) dopamine receptor (Homo sapiens), P35462 | max response, negative = inhibition, % | hit rate 2.5% among 360,000 | AID 652054, 2013; in the data active = max response below about -50%; inconclusive = no clear call, values can overlap the other calls; note: % is set by controls: 0 for no effect and ±100 for the full control effect; mostly tested at two doses, the higher about 12 µM
Target sequence (P35462 whole entry, looked up): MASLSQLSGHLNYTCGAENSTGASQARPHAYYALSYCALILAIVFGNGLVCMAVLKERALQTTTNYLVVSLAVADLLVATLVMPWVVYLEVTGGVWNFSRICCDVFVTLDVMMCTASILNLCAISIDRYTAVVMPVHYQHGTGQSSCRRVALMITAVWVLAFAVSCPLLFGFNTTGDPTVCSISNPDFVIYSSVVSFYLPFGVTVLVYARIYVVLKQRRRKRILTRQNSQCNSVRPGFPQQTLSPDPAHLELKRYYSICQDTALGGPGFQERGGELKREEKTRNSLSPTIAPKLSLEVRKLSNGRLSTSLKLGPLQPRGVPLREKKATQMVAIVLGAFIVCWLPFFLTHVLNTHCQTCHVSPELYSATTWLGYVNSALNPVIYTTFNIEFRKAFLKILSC
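Cells plated overnight at 1500 cells/well, then exposed to library compounds with dopamine controls for 90 minutes at 37 degrees C. DiscoveRx reagent added for 30–60 minutes at room temperature; luminescence read, quantitative HTS format.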
TDP43 rescue = qHTS of TDP-43 Inhibitors; TDP-43 expressing yeast growth rescue, BacTiter-Glo, 24 h; Potency, µM (series often up to 46.1 µM), inactives show top-dose growth rescue (activation), most hits filed as activators; hit rate 1.8% among 410,000; note: potency is the fitted concentration of half-maximal effect; % of control where 0% means no effect; nearly all actives have a fitted effect of over 50% in size
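Galactose-induced TDP-43 yeast, OD600=0.02, compound pinned; 24 hr, 30 deg C; BacTiter-Glo luminescence for growth. Inhibitors of TDP-43 toxicity read as activators.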
aSyn rescue = qHTS of alpha-syn Inhibitors | hit rate 0.14% among 370,000 | Potency, µM (series often up to 46.1 µM), without a hit: top-dose growth rescue (activation), usual class: activators | AID 652106, 2013 | Yeast expressing alpha-synuclein, growth rescue, BacTiter-Glo, 24 h; note: potency is the fitted concentration of half-maximal effect; % of control where 0% means no effect; nearly all actives have a fitted effect of over 65% in size
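Readout is rescue of growth in alpha-synuclein-expressing yeast, so inhibitors of toxicity appear as activators. Growth after 24 hr at 30 deg C in galactose medium is quantified by luminescence.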
GLP1R cytotox = qHTS of GLP-1 Receptor Inverse Agonists: Cytotox Screen. HEK293 cAMP-luciferase reporter cells, luminescence, 24 h. Potency, µM (doses to about 38.3 µM), for the others: top-dose activity change, negative = inhibition, usual class: inhibitors. hit rate 0.13% among 410,000. AID 624418, 2012;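 note: loss of luciferase light is scored as toxicity; potency is the fitted concentration of half-maximal effect; % is set by controls: 0 for no effect and ±100 for the full control effect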
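Luminescence readout: signal drop marks cytotoxicity. Plated cells grew 12 h at 37 °C, 5% CO2, received 23 nL compound for 24 h, then got luciferase reagent, read after 12 min at RT.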
KB-V1 cytotox = qHTS assay for MDR1-selective chemotherapeutics: Primary screen using the drug-selected MDR subline cells KB-V1; hit rate 3.4% among 400,000; KB-V1 MDR cells viability, CellTiter-Glo, 72 h; Potency, µM (doses to about 46.1 µM), without a hit: at the highest dose activity change, negative = cytotoxicity, usual class: cytotoxic; AID 1347076, 2019; note: potency is the fitted concentration of half-maximal effect; % is set by controls: 0 for no effect and ±100 for the full control effect; nearly all actives have a fitted effect of over 60% in size
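In this primary screen, KB-V1 cells overexpressing P-gp are incubated with library compounds (lowest to highest concentration) for 72 h at 37 degrees C before a luminescent ATP viability read.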
PTHR1 agonist = qHTS for PTHR1 Agonists: Primary Screen | Parathyroid hormone/parathyroid hormone-related peptide receptor (Homo sapiens), Q03431 | HEK293 GP2 PTHR1 cells, GloSensor cAMP luminescence, 1 h | Potency, µM (series often up to 115 µM), inactives show at the top dose activation, usual class: activators | hit rate 0.075% among 410,000; note: potency is the fitted concentration of half-maximal effect; nearly all actives have a fitted effect of over 55% in size; some results filed as inactive show a strong effect at the top dose; inactives centre near -15; many of its hits are not listed in these tables
Target sequence (Q03431 whole entry, looked up): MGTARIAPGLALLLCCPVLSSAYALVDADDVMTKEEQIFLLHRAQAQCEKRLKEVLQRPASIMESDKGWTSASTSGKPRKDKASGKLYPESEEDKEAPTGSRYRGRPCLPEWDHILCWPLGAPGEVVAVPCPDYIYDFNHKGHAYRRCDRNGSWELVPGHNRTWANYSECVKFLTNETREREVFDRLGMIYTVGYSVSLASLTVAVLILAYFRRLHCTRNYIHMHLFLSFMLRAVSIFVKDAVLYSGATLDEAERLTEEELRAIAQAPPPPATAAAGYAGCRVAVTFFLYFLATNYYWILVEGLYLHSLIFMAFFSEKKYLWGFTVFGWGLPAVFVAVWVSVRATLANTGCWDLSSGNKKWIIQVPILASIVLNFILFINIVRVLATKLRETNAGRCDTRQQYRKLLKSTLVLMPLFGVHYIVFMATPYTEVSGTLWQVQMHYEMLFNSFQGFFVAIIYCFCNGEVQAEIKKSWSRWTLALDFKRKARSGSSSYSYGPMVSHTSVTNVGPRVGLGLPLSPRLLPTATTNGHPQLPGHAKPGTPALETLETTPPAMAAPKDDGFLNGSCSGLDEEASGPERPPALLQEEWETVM
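HEK-293-derived GP2 cells expressing PTHR1 and a GloSensor cAMP reporter, 3,000/well, plated overnight, given luciferin plus IBMX (each 0.5 mM as added) for 1 h at 37 °C, then compound for 1 h at 37 °C. Luminescence was read after 15 min at room temperature.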
GLP1R inv ag = qHTS of GLP-1 Receptor Inverse Agonists (Inhibition Mode); Potency, µM (top dose mostly 38.3 µM), for the others: top-dose activity change, negative = inhibition, usual class: inhibitors; HEK293 GLP-1R CRE-luciferase, luminescence, 24 h; GLP-1R form is constitutively active; Glucagon-like peptide 1 receptor (Homo sapiens), P43220; AID 624417, 2012; hit rate 1.6% among 410,000; note: potency is the fitted concentration of half-maximal effect; % is set by controls: 0 for no effect and ±100 for the full control effect; nearly all actives have a fitted effect of over 55% in size
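Stable HEK293 clone (constitutively active GLP-1R + cAMP-response luciferase); 200 cells/uL plated, 12 h pre-culture, compound 24 hr, 37 deg C/5% CO2; detection reagent 12 min RT; luminescence.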
DRD3 agonist = qHTS of D3 Dopamine Receptor Agonist: qHTS | D(3) dopamine receptor (Homo sapiens), P35462 | max activation, % | D3R DiscoveRx beta-arrestin cells, luminescence, 90 min | hit rate 0.58% among 410,000; in the data active = max activation above about 30%; note: 0% is about no effect; mostly tested at two doses, the higher about 12 µM
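Agonist mode: compounds and dopamine controls were applied to plated cells for 90 min at 37 degrees C after an overnight attachment at 1500 cells/well. Luminescent read-out followed 30 - 60 minutes at room temperature with DiscoveRx detection reagent.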
GLP-1R agonist = qHTS of GLP-1 Receptor Agonists; Glucagon-like peptide 1 receptor (Homo sapiens), P43220; HEK293 GLP-1R CRE-luciferase, luminescence, 4-6 h; cells express a hypersensitive GLP-1R form; Potency, µM (doses to about 45.6 µM), inactives show at the top dose activation, hits mostly activators; hit rate 0.007% among 380,000; AID 624172, 2012; note: potency is the fitted concentration of half-maximal effect; % of control where 0% means no effect
The depositor's hits bear a star; i = inactive; ? = inconclusive; . = not tested or not shown; [ ] = remark or other dose. Unless noted, calls come from the whole dose curve; as a rule, active = well fitted curve in the direction sought with a large enough effect; inconclusive = small, poorly fitted or top-dose-only effect, or another doubt; inactive = no such curve, though single readings can be large; an effect the other way counts as inactive or inconclusive.

SMILES	D3 antag	TDP43 rescue	aSyn rescue	GLP1R cytotox	KB-V1 cytotox	PTHR1 agonist	GLP1R inv ag	DRD3 agonist	GLP-1R agonist
Cc1nc2ccccc2nc1-c1ccc([N+](=O)[O-])cc1	-4.3	25.9%	0.6%	0.0%	-2.0%	-6.2%	17.2%	-3.7	16.9%
COc1ccc([C@@H]2[C@@H]3C(=O)N(C(C)(C)C)C(=O)[C@@H]3[C@]3(C)C(=O)N(c4ccccc4)C(=O)N23)cc1	-1.8	-2.8%	8.1%	1.1%	-6.8%	3.5%	9.2%	0.5	-0.9%
COc1ccc2[nH]c(=O)c(CN(C(=O)NC3CCCCC3)C3CCCCC3)cc2c1	-19.6	-15.1%	-1.9%	11.0%	10.3µM*	-6.1%[57.5 µM]	0.0%	0.1	3.1%
Cc1ccccc1OCc1nnc(SCC(=O)Nc2ccc3nc(SCC(=O)Nc4ccccc4)sc3c2)n1C	-17.0	?	-1.9%	-15.5%	-13.6%	-10.3%	-14.2%	-1.8	0.9%
CC(C)C[C@@H]1Cc2[nH][nH]c(=O)c2[C@H](c2ccc(Cl)cc2)O1	4.7	?	21.5%	-4.5%	?	i	?	0.0	-2.9%
CN(C)c1nc(NN)nc(Nc2ccc(F)cc2)n1	-26.9	14.4%	-1.8%	?	-4.3%	i	-11.5%	-18.2	13.5%
Cc1ccc(CNC(=O)CCS(=O)(=O)c2ccc3nc(C)sc3c2)cc1	-9.6	4.5%	-1.8%	0.0%	1.6%	-13.0%	-13.7%	4.2	5.1%
CCC(=O)Nc1nnc(SCc2ccccc2F)s1	-10.8	6.2%	-1.2%	-0.6%	-6.0%	i	10.0%	-1.7	5.1%
COc1ccc(-c2nnc(SCC(=O)NCc3cccs3)n2CC(C)C)cc1	-6.7	12.3%	3.1%	15.8%	-2.0%	i	2.0%	-1.0	11.3%
COC(=O)COc1cccc(NC(=O)c2ccc(Cl)cc2)c1	0.6	-8.4%	-10.6%	-5.3%	2.7%	i	4.3%	2.6	7.0%
CCN(CC(=O)NCc1ccc(F)cc1)C(=O)c1oc2ccccc2c1C	-13.3	-5.5%	5.8%	-6.8%	?	i	?	1.8	23.0%
Cc1cc(C)c(NC(=O)C(C)N2CCCCCC2)c(C)c1 (stereo not drawn)	21.2	22.8%	-0.1%	1.8%	-5.8%	-0.9%	-9.7%	-1.9	-3.4%
COC(=O)Nc1nnc(-c2ccccc2OC)s1	0.0	12.7%	-7.9%	16.8%	-3.3%	-17.0%	12.6%	-19.6	-2.1%
O=C(C[C@H]1C/C=C/CC[C@H](Cc2ccc(F)cc2)C(=O)O[C@H](c2ccccc2)CNC1=O)NCCO	0.0	-5.6%	0.8%	7.8%	-4.7%	16.7%	15.7%	-17.2	5.9%
CC1CCN(c2ccccc2NC(=S)NC(=O)c2cccs2)CC1	-58.2*	11.5%	0.9%	?	1.7%	i	?	-6.2	15.8%
CCOc1ccc(CNC(=O)CCc2c(C)nn(-c3ccc(N4CCCCC4)nn3)c2C)cc1	.	-5.2%	.	8.5%	.	-48.6%[inhibitor]	-7.0%	-4.0	.
COc1ccc(CCNC(=O)c2cc(Cl)nc3ccccc23)cc1	18.1	2.1%	3.6%	7.9%	-14.7%	i	-0.5%	8.8	0.3%
CC1CCc2c(sc(N)c2C(N)=O)C1 (stereo not drawn)	-13.0	-16.2%	14.7%	-8.9%	1.2%	i	6.9%	-7.0	1.7%
CC(=O)N(/C=C1\SC(=S)N(c2ccccc2)C1=O)c1ccccc1	-5.2	28.3%	-0.5%	-25.4%	-0.6%	-29.3%	-7.5%	0.3	-4.5%
COC(=O)CCC(=O)N1CN2CN(C(=O)CCC(=O)OC)CC([N+](=O)[O-])(C2)C1	4.7	8.6%	4.5%	4.0%	-0.5%	i	2.1%	-0.3	2.1%
CCOc1ccc(OCC)c(Nc2cc(C)nc3nc(-c4ccco4)nn23)c1	.	10.1%	-8.5%	3.6%	-22.3%	-20.8%	-14.8%	4.3	-0.6%
CCOc1ccccc1N1CCN(S(=O)(=O)c2cc(C)ccc2OC)CC1	-9.1	19.7%	8.9%	9.4%	?	-1.2%	?	-0.3	8.4%
COP(=O)(OC)C(=NNS(=O)(=O)c1ccc(C)cc1)c1ccccc1	-10.9	3.2%	-1.3%	2.1%	12.0%	-5.7%	12.7%	-7.4	10.3%
CCC(=O)c1ccc(N2CCN(C(=O)COc3ccccc3F)CC2)c(F)c1	3.4	?	-1.1%	-8.4%	-0.3%	-10.9%	-34.3%	2.1	14.4%
CCn1nc(C(=O)OCC(=O)c2cc(C)n(Cc3cccs3)c2C)c2ccccc2c1=O	12.3	13.5%	-7.7%	-1.2%	0.8%	-13.1%	4.9%	2.9	0.4%
Cc1ccc(NC(=S)NNC(=O)c2c(Cl)c(C)nn2C)cc1	-19.1	?	-17.5%	-9.0%	16.4µM*	-87.1%[inhibitor]	-0.6%	-13.7	3.3%
COC(=O)CSCc1nc2ccccc2[nH]c1=O	-17.5	0.1%	-2.3%	1.7%	-11.5%	-28.8%	-3.0%	-0.6	0.0%
CCn1nnc2cc(C(=O)Nc3ccc(OC)cc3)ccc21	.	12.4%	.	-9.4%	10.4%	-8.2%	5.6%	-14.3	.
CCOC(=O)c1sc(N(Cc2ccccc2)C(=O)COC(=O)c2cnccn2)nc1C	10.6	22.8%[9.22 µM]	8.4%	-1.9%[7.66 µM]	0.0%	-7.8%	8.6%[7.66 µM]	3.4	15.2%
CN(CCOC(=O)c1ccc2c(c1)OCO2)C(C)(C)C	1.8	0.0%	2.5%	8.0%	-3.2%	-21.2%	-8.1%	-1.8	-5.5%

Compounds from the list above that have an NH in an aromatic ring (three):
SMILES	D3 antag	TDP43 rescue	aSyn rescue	GLP1R cytotox	KB-V1 cytotox	PTHR1 agonist	GLP1R inv ag	DRD3 agonist	GLP-1R agonist
COc1ccc2[nH]c(=O)c(CN(C(=O)NC3CCCCC3)C3CCCCC3)cc2c1	-19.6	-15.1%	-1.9%	11.0%	10.3µM*	-6.1%[57.5 µM]	0.0%	0.1	3.1%
CC(C)C[C@@H]1Cc2[nH][nH]c(=O)c2[C@H](c2ccc(Cl)cc2)O1	4.7	?	21.5%	-4.5%	?	i	?	0.0	-2.9%
COC(=O)CSCc1nc2ccccc2[nH]c1=O	-17.5	0.1%	-2.3%	1.7%	-11.5%	-28.8%	-3.0%	-0.6	0.0%

The list continues.
SMILES	D3 antag	TDP43 rescue	aSyn rescue	GLP1R cytotox	KB-V1 cytotox	PTHR1 agonist	GLP1R inv ag	DRD3 agonist	GLP-1R agonist
CC(=O)c1cccc(NC(=O)c2cccc(S(=O)(=O)N(C)C)c2)c1	-0.5	5.1%	0.7%	-2.6%	-7.6%	-14.2%	14.8%	1.5	5.6%
O=C(Nc1ccc(Cc2ccncc2)cc1)c1cc(F)c(F)cc1Cl	-12.3	-11.1%	-1.9%	6.0%	-13.4%	i	-3.3%	0.7	4.3%
CC12CCC(C(=O)Nc3ccc(SC(F)F)cc3)(CC1=O)C2(C)C (stereo not drawn)	-24.7	-24.3%	1.3%	-10.2%	?	?	?	-14.4	-0.5%
O=c1[nH]c(=O)c2nc(-c3ccc(Cl)cc3)cnc2[nH]1	-12.0	7.5%	-3.0%	.	?	14.1µM*	7.8%	4.0	6.2%
O=C(Nc1c(Cl)cc2c(c1Cl)Cc1cc([N+](=O)[O-])ccc1-2)C(Cl)Cl	17.5	-8.5%	2.2%	-11.6%	?	-32.6%[inhibitor]	-16.6%	3.8	5.4%
CC(C)CN(CC(C)C)C(=O)CN1C(=O)NC2(CCCc3ccccc32)C1=O (stereo not drawn)	-0.1	-3.2%	-0.7%	-15.6%	?	i	?	4.1	5.7%
COCCN(CCOC)Cc1c(O)ccc2c1O/C(=C\c1ccc(C)o1)C2=O	-23.0	-15.6%	4.3%	357.2%[activator]	-26.8%	-17.1%	24.7%	5.1	10.4%
CCCCNC(=O)Nc1cc(C(F)(F)F)c[nH]c1=O	1.7	14.3%	.	-22.2%	5.5%	-1.7%	-2.3%	2.9	-4.1%
CN1/C(=C\P(=O)(N(C)C)N(C)C)C(C)(C)c2ccccc21	27.7	-18.9%	0.6%	?	-22.7%	i	-8.4%	30.7*	-9.0%
CCOc1ccc(-n2c(SCC(=O)Nc3cc(OC)c([N+](=O)[O-])cc3C)nc3ccccc32)cc1	4.6	-12.0%[0.397 µM]	3.7%	-1.5%	-10.9%	i	-3.9%	-1.0	13.3%
Cc1cc2nc[nH]c(=O)n2n1	3.5	10.4%	-2.8%	-0.6%	10.5%	i	11.0%	3.9	-3.1%
COc1ccc(CN(CC(=O)NCc2ccc(F)cc2)C(=O)CCC(=O)Nc2nccs2)cc1	-16.4	0.0%	-3.7%	4.1%	8.0%	-10.5%	-1.3%	-6.9	5.1%
COC(=O)[C@]1(Cc2ccccc2)N[C@H](CN(C)S(=O)(=O)c2ccc(C(F)(F)F)cc2)[C@@H]2C(=O)N(Cc3ccccc3)C(=O)[C@@H]21	37.1	23.3%	12.5%	-5.3%	-1.2%	-8.6%	-24.6%	1.5	-3.8%
CS(=O)(=O)N(CC(=O)N1CCN(Cc2ccccc2)CC1)c1cccc(Cl)c1	1.2	2.5%	2.1%	-11.7%	18.4%	i	?	-7.8	1.0%

Assay outcomes as filed in PubChem BioAssay.

The list is partial. The share of hits here may be higher or lower than overall.
